E coli growth: E. coli V3065 growth inhibition, primary screen, counter-screen for AddAB inhibitor project, absorbance, OD600. 18 h. 330,000 tested, 0.27% active. inhibition, % at 11.9 µM;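 active means inhibition above the campaign's mean inhibition across all tested compounds plus 3 SD, cut at about 9.9% in these data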;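 further: uninfected addAB+ strain grown without phage in ampicillin broth; 0% = DMSO wells and 100% = ciprofloxacin 0.95 µg/ml wells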
Tat transport: E. coli Tat export inhibitors, primary screen, MC4100, TorA-mCherry reporter, fluorescence, single point; inhibition, % at 10 µM; 340,000 tested, 0.036% active; AID 488895, 2010;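 active means mean replicate inhibition at least 50% and at least half of replicates individually reaching 50%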;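 further: exported cargo escapes ClpAP degradation while cytoplasmic cargo is degraded and loses fluorescence; 0% = median of neutral control wells and 100% = median of NaSCN control wells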
MOR-DOR ag: agonists of OPRM1-OPRD1 heterodimerization, primary screen, cell-based, luminescence | Mu-type opioid receptor (Homo sapiens) + Delta-type opioid receptor (Homo sapiens), … | cells | activation, % at 9.3 µM | 340,000 tested, 0.3% active | AID 504326, 2011; in the data active means activation above about 18%;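 further: 0% = vehicle-treated cells and 100% = reference agonist; values of inactives mirror those of a sister screen read the other way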
Target sequence (P35372 whole entry, looked up): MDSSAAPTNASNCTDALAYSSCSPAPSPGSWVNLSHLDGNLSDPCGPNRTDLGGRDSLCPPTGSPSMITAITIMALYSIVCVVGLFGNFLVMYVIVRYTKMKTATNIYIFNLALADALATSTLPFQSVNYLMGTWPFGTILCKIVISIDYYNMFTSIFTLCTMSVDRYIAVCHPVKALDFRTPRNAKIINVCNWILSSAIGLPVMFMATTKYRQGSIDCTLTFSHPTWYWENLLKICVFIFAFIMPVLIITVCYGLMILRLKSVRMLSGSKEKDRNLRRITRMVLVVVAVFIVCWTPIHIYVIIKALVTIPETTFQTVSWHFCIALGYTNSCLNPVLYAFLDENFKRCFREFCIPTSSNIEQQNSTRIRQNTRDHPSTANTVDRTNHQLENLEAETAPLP
Target sequence (P41143 whole entry, looked up): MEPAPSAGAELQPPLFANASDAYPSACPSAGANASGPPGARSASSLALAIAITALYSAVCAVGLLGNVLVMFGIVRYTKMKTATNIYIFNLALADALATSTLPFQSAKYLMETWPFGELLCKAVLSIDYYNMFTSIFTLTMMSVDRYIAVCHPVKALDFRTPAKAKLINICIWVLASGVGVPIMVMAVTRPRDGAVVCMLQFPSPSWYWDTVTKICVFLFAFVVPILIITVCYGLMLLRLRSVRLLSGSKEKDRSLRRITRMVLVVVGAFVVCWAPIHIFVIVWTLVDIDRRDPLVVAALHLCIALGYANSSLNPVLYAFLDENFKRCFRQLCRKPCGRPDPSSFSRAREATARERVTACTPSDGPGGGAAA
PKA-R1A act: activators of PKA-R1A holoenzyme, primary screen, biochemical, fluorescence polarization, Cy5-IP20, bovine R1A, mouse PKAc; cAMP-dependent protein kinase type I-alpha regulatory subunit (Bos taurus) + …; PKA-R1A dissociation; scaled: DMSO 0%, 113 µM cGMP 100%; activation, % at 11.4 µM; 340,000 tested, 0.083% active;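 active means percent activation above the mean of all tested compounds plus 3 SD, cut at about 19% in these data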;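 further: higher means more PKAc released from R1A so a rise in polarization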
phage Ecoli inh: growth loss of phage-infected E. coli, primary screen, RecBCD inhibitor project, absorbance, with phage, HTS; inhibition, % at 11.9 µM; 360,000 tested, 0.26% active; AID 651602, 2012; in the data active means inhibition above about 11%
Arrestin-AP2 inh: inhibitors of beta-arrestin/AP2 binding, primary screen, biochemical, GPCR trafficking, flow cytometry; beta-arrestin 1 C-terminal peptide binding to AP2 beta2-adaptin appendage (human); FITC-arrestin peptide / GST-AP2 beads; AP2 beta2 appendage carries R879A mutation; inhibition, % at 10 µM; 340,000 tested, 0.31% active;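 active means inhibition above a set limit, near 3 SD of compounds lacking own fluorescence, cut at about 54% in these data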;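 further: plate controls were DMSO wells for no effect and 5 µM unlabelled arrestin peptide for full effect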
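System: GST-AP2 R879A glutathione beads; medium: PBS, Tween 20 0.05%, BSA 0.1%; reagent: fluorescein-tagged arrestin peptide at 50 nM final; schedule: pre-incubation 12 min, peptide binding 1 h, room temperature; detection: flow cytometry, FL1 (488/535 nm); read-out: inhibition as reduced fluorescein signal on beads, percent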
AddAB inh: growth inhibition of E. coli expressing H. pylori AddAB, primary screen, AddAB inhibitor project, absorbance. inhibition, % at 11.9 µM. 330,000 tested, 0.29% active; in the data active means inhibition above about 12%;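 further: 0% = vehicle wells of infected cells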
Pemphigus Ab inh: inhibitors of pemphigus antibody binding to DSG3, primary screen, biochemical, bead-based, flow cytometry, scFv-GFP | Desmoglein-3 (Homo sapiens), P32926 | 310,000 tested, 0.48% active | binding (percent of control), % at 10 µM | DSG3-coupled beads, scFv-anti-DSG3-GFP binding; active compounds read low;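 active means binding more than 3 SD below its plate's average and above zero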;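 further: hits lower antibody fragment binding to DSG3; some compounds called inactive have numbers as strong as hits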
PfHsp90 set2: growth inhibition of PfHsp90-expressing yeast, primary screen, antimalarial PfHsp90 inhibitor project, S. cerevisiae, BacTiter-Glo luminescence, single point, set 2; BacTiter-Glo ATP, 48 h; yeast lacking PDR1 and PDR3 efflux regulators; inhibition, % at 9.4 µM; 310,000 tested, 0.32% active; AID 504621, 2011;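 active means every replicate shows inhibition above about 80%, whatever the replicate mean, limit read from the data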;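 further: 0% = DMSO neutral controls and 100% = 20 µM radicicol positive controls; yeast relying on Plasmodium falciparum Hsp90 in place of its own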
MOR-DOR inv ag: inverse agonists of MOR-DOR heterodimerization, primary screen, cell-based, luminescence | Mu-type opioid receptor (Homo sapiens) + Delta-type opioid receptor (Homo sapiens), … | cell-based MOR-DOR heterodimer luminescence, inverse agonism | inhibition, % at 9.3 µM | 340,000 tested, 0.21% active; in the data active means inhibition above about 22%, passing the limit was not always enough;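 further: 0% = cells with DMSO and 100% = wells without cells with DMSO; values of inactives mirror those of a sister screen read the other way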
Mot1-301 SUMO: yeast Mot1-301 growth rescue at high temperature, primary screen, SUMOylation pathway inhibitor project, S. cerevisiae, ATP luminescence, 38.5C. 320,000 tested, 1% active. S. cerevisiae Mot1-301 growth rescue; percent above DMSO median, 100 means doubled. growth rescue, % at 18.8 µM. AID 2716, 2010;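 active means every valid replicate shows activation above 250% relative to neutral control wells; inactive means the rest, any valid replicate at or below 250%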;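 further: OY570 slx delta 5 strain wells were the positive control but not used for scaling; some compounds called inactive have numbers as strong as hits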
* marks the source's active call; other numbers are inactive results; i = inactive; x = no result given. Compounds were not picked by outcome; 2.8% or so of the library scored in one or more.

SMILES	E coli growth	Tat transport	MOR-DOR ag	PKA-R1A act	phage Ecoli inh	Arrestin-AP2 inh	AddAB inh	Pemphigus Ab inh	PfHsp90 set2	MOR-DOR inv ag	Mot1-301 SUMO
CCC1CCCCN1C(=O)COc1ccc(F)cc1 (stereo not drawn)	-2.1	2.3	-1.4	-14.2	1.3	-17.3	1.9	112.2	x	6.7	106.3
COc1cc(-c2[nH]nc3c2C(c2ccoc2)C(C#N)=C(N)O3)cc(OC)c1OC (stereo not drawn)	1.1	-6.8	-2.5	4.3	1.5	25.6	0.8	104.4	-2.3	13.4	x
CC(C)[C@H](NC(=O)OC(C)(C)C)C(=O)NCC1CCC(C(=O)N[C@@H](Cc2ccccc2)C(=O)O)CC1 (stereo partly drawn)	1.5	-7.4	-3.2	-5.1	-0.7	0.3	1.2	93.2	-6.5	14.5	306.1
Cc1ccc(CNC(=O)COC(=O)CN2C(=O)C3CC=CCC3C2=O)cc1 (stereo not drawn)	-1.0	13.1	-3.9	8.3	1.0	11.6	-1.3	x	-12.4	14.7	-4.0
CCOC(=O)c1cc(-c2ccc(C)cc2)n(CCC(=O)NC(C)CC)c1C (stereo not drawn)	1.7	6.5	-0.7	3.5	1.6	-5.6	-2.3	105.3	32.4	3.6	5.2
CCOC(=O)CNC(=S)NN(C)C	3.0	5.7	-3.3	-6.8	2.7	-2.6	1.9	109.8	-1.0	16.4	20.3
CCC(=O)N1CCc2cc(S(=O)(=O)N(C)c3ccc(Br)cc3)ccc21	x	1.8	-1.6	-2.1	1.2	12.8	x	72.8*	-12.6	7.5	x
COc1ccc(CCNC(=O)CSc2nc(C)nc3sccc23)cc1OC	0.3	-8.0	-3.4	4.8	0.6	-2.3	0.7	96.7	7.2	17.1	4.9
CCc1nn(CC(=O)NCCN2CCN(C)CC2)c(=O)c2cc3occc3n12	1.2	1.1	-1.9	1.3	1.0	16.2	0.3	106.6	-13.0	9.2	x
O=C(Cc1coc(-c2ccc(F)cc2)n1)NCc1ccccc1	1.2	-10.1	-0.3	-3.3	4.5	-4.6	3.2	97.5	2.3	1.6	-11.1
O=C(NCCCN1CCCC1=O)Nc1cc(Cl)ccc1Cl	1.1	-1.9	-1.3	-14.3	0.9	19.6	-1.5	107.6	6.4	5.3	6.9
COc1ccc2c(=O)c(-c3ccc4c(c3)OCO4)coc2c1	-0.8	-2.7	0.5	-8.5	2.0	-2.0	1.9	101.5	2.6	-2.5	-2.4
CC(=O)c1ccc(N(CC(=O)NCCc2ccccc2)C(=O)c2csnn2)cc1	-1.6	5.3	1.0	5.8	2.2	6.9	2.2	87.3	8.6	-7.0	-6.2
Cc1cc(OCC(O)CN2C(C)CCCC2C)ccc1C(C)C (stereo not drawn)	-1.7	-6.8	0.9	6.9	3.3	54.3*	3.8	97.0	2.5	-4.3	31.7
O=C(CSc1ccc([N+](=O)[O-])cc1)OCC(=O)N1CCCC1=O	0.7	-4.1	-0.4	-0.1	0.6	-4.5	1.6	x	1.7	1.7	7.1
O=C(NCc1ccccc1Cl)c1cccc(NC2=NC3CS(=O)(=O)CC3S2)c1 (stereo not drawn)	-1.8	-15.8	0.9	-11.6	2.4	-3.2	-1.1	102.4	3.5	-5.3	26.2
Clc1ccc(SCc2nc3ccccc3[nH]2)cc1	2.6	7.7	0.7	-2.4	3.1	-1.4	0.8	99.1	-8.8	-3.9	-16.7
CN(C(=O)c1cccc(NC(=O)Cc2ccc(NC(=O)C3CCN(C(=O)C4CCC4)CC3)cc2)c1)C1CCC1	x	-1.7	-3.4	-5.5	1.9	-3.7	x	101.1	2.3	15.9	x
O=S(=O)(NCc1cccs1)NCc1ccccc1F	-0.6	-0.6	-1.1	-0.8	5.0	x	1.6	95.4	-0.7	8.1	12.1
COc1ccccc1N1CCN(C(=O)c2oc3ccccc3c2C)CC1	x	4.1	-2.9	-10.7	-0.8	1.1	x	102.8	-21.2	16.3	x
CCC1CCCCN1C(=O)CCc1nnc(C2CCCCC2)o1 (stereo not drawn)	0.2	-0.3	-1.0	-13.1	2.0	-14.3	0.5	121.7	x	4.8	-4.4
CC(C(=O)OCC(=O)c1ccc(Br)cc1)N1C(=O)C2C3C=CC(C3)C2C1=O (stereo not drawn)	-1.3	-10.1	-1.8	-6.3	0.7	-1.5	0.8	x	-39.1	11.5	216.3
O=C(CSc1nc2sccc2c(=O)[nH]1)N1CCN(c2ccccc2)CC1	0.5	10.1	-0.2	-1.7	-3.7	-8.1	-2.2	91.7	14.6	1.1	-0.5
COc1ccc(-c2[nH]c3ccccc3c2SCCNC(=O)c2ccccc2)cc1	3.0	0.9	4.4	-7.7	0.3	1.3	-1.7	103.8	-9.6	-24.0	-4.5
CN(C)C(=O)CN1CCN(C(=O)CCl)CC1	0.8	-11.1	-1.3	1.3	4.6	5.9	4.1	104.0	-50.5	6.7	-9.5
Further structures.
SMILES	E coli growth	Tat transport	MOR-DOR ag	PKA-R1A act	phage Ecoli inh	Arrestin-AP2 inh	AddAB inh	Pemphigus Ab inh	PfHsp90 set2	MOR-DOR inv ag	Mot1-301 SUMO
CC(C)CN1CCN(Cc2cc3ccccc3[nH]2)CC1CCO (stereo not drawn)	-0.2	-8.0	-0.2	-8.2	1.3	-20.2	1.5	97.8	12.0	1.3	-1.8
Cc1ccc(C)c(CN2C(=O)c3ccccc3S(=O)(=O)c3ccc(C(=O)N4CCN(C)CC4)cc32)c1	0.2	-0.7	-3.1	0.5	1.0	19.9	2.2	107.5	-3.4	15.8	-12.2
Fc1cccc(Cl)c1CNn1cn[nH]c1=S	-1.3	2.5	1.6	3.4	3.1	9.0	3.7	87.4	-15.7	-10.0	459.5
CC(=O)C1=C(C)NC(C)=C(C(C)=O)C1c1ccccc1	0.0	-0.9	-1.0	0.1	-0.7	2.0	-0.8	x	8.7	4.7	14.3
COc1cc(-c2nc(C(=O)NC3CCCCC3)cc3c2[nH]c2ccccc23)cc(OC)c1OC	-4.0	1.1	2.4	-2.2	2.0	3.2	0.0	99.3	-4.1	-12.2	2.8
Cc1ccc(C2=NCCn3nc4cc([N+](=O)[O-])ccc4c32)cc1	-0.9	5.4	4.6	-1.3	1.2	14.1	0.0	110.5	-11.5	-25.1	-5.8
Cc1ccccc1Cn1c(=O)sc2ccccc2c1=O	0.9	-0.4	4.8	-4.6	4.6	7.3	0.0	102.2	-0.5	-27.6	-7.2
COc1cccc(C(=O)OCC(=O)c2ccc(Br)s2)c1OC	-0.9	1.2	-0.3	2.1	8.0	26.4	1.4	101.8	5.2	1.4	10.9
O=C(Oc1ccccc1C(=S)N1CCOCC1)c1ccccc1	0.6	6.8	-1.7	2.6	1.9	-5.6	3.7	100.5	5.9	11.0	160.4
COc1ccc(CSc2nnc(Cc3sc(-c4ccccc4)nc3-c3ccccc3)o2)cc1	-2.1	-0.1	1.6	5.9	1.1	-3.7	-0.3	101.5	5.8	-9.3	x
Cc1ccc(C(C(=O)NCc2ccco2)N(C(=O)CNC(=O)c2cccs2)c2ccc(C)cc2)cc1 (stereo not drawn)	-0.4	-4.0	-1.4	9.6	0.3	2.8	0.2	103.9	8.6	8.4	30.3
C/C(=N\Nc1cc(C(F)(F)F)ccc1Cl)c1ccccc1O	1.4	-6.2	1.5	-10.5	1.2	-4.2	4.1	103.5	13.1	-7.8	5.3
Cc1ccc(-n2cc(CN3CCN(c4ccccn4)CC3)c(-c3ccc(F)cc3)n2)cc1	0.6	12.6	5.5	-2.4	0.8	3.9	1.9	103.4	x	-28.5	60.9
CC1CC(C)CN(S(=O)(=O)c2ccc3c(c2)n(C)c(=O)c(=O)n3C)C1 (stereo not drawn)	-0.8	-3.3	-2.0	-6.7	1.5	-0.1	0.8	84.9	0.9	9.8	158.8
O=C(Cc1ccc(S(=O)(=O)N2CCCCC2)cc1)NCc1ccc(Cl)cc1	0.7	-0.8	2.7	-20.6	2.0	-0.1	-0.4	93.9	30.0	-10.8	-0.2
COc1ccc(C(=O)NC(=S)Nc2nnn(C)n2)cc1	4.0	3.4	-6.0	7.8	-3.0	1.3	2.1	95.6	-6.0	27.1	-3.7
CCCCS(=O)(=O)N1CCCC(C(=O)Nc2ccc(Cl)cn2)C1 (stereo not drawn)	-0.9	-2.3	-1.6	-2.1	-0.5	1.7	3.7	111.6	-26.4	8.2	0.2
CCN(CC)c1ccc(C(=O)NC(=S)N2CCN(Cc3ccc4c(c3)OCO4)CC2)cc1	-0.2	7.6	-0.6	-3.7	1.4	13.6	3.3	125.3	-4.4	3.3	27.9
CN(C(=O)CCOc1ccccc1)c1c(N)n(Cc2ccccc2)c(=O)[nH]c1=O	0.9	11.3	1.3	-8.7	1.3	-4.0	-1.6	63.4*	22.3	-8.6	-8.3
CC(C)c1cc(-c2cc(C(=O)Nc3ccccc3)on2)nc(NC2CCCC2)n1	-3.1	0.8	-0.2	0.8	-1.3	-2.5	1.3	101.0	0.1	1.3	0.6
Brc1ccc(/C=N/Nc2ccccn2)cc1	1.8	1.8	5.3	-4.7	2.1	9.1	-0.2	91.3	0.0	-37.6	i
COc1ccccc1CNC(=O)CN1C(=O)c2cccc(N)c2C1=O	2.3	-7.5	-0.6	-0.2	1.1	0.6	3.3	98.1	-166.7	3.5	-25.0
O=C(CN(C(=O)CCC(=O)Nc1ccccn1)C1CCCC1)NCc1ccccc1	-1.3	-8.8	0.0	-13.0	2.2	-22.8	-0.3	x	-11.7	-0.1	-3.3
CCC(=O)Oc1ccc2oc(=O)cc(C)c2c1	-2.1	2.3	-2.0	-3.1	1.5	13.5	0.2	96.2	-6.5	10.8	-5.5
O=c1c2cc3c(=O)n(-c4ccccc4O)c(=O)c3cc2c(=O)n1-c1ccccc1O	-4.0	-7.8	5.1	0.0	0.8	-7.1	0.2	109.6	25.2	-25.6	-6.6
COC(=O)c1ccc(NC(=O)CN2C(=O)CNC2=O)cc1	1.3	12.7	-1.5	-7.0	2.7	-4.0	1.5	77.7	10.1	8.0	155.8

Compound activity as filed in PubChem BioAssay.
